High-throughput results: PubChem BioAssay, several laboratories
MT1-MMP act inh – MT1-MMP (human) activation inhibition; P50281; HT1080 RFP-PRO-GFP cells, GFP/RFP ratio fluorescence, overnight; percent of plate control window, DMSO zero; GFP/RFP ratio change, % at 20 µM; 360,000 tested, 0.061% active;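 active = GFP/RFP ratio change of at least 30% with cell ATP level not reduced by more than half and red fluorescence within 50% of control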; also: strong numbers were not always called active
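Assay system: HT1080 RFP-PRO-GFP cells. Benchmarks: DMSO vehicle wells and RFP-L50D-GFP reporter cell wells. Times: overnight cell settling, then overnight compound exposure, 37 °C, 5% CO2. Compound: 20 µM single dose, 1% DMSO. Read-out basis: GFP/RFP fluorescence ratio.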
MsrA inh – bovine MsrA inhibition | 360,000 tested, 0.75% active | AID 651718 | inhibition, % at 15.5 µM | purified bovine MsrA, absorbance read-out; in the data active = inhibition above about 4.5%;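 also: 0% = vehicle wells with enzyme and 100% = reference inhibitor wells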
CSN inh – inhibitors of human CSN-mediated cullin deneddylation | inhibition, % at 12.5 µM | Q92905 | Purified CSN, SCF-Nedd8-OG deneddylation, fluorescence polarization | AID 651999 | 360,000 tested, 0.38% active;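 active = pattern-corrected inhibition above about 35%, with an unprinted fluorescence ratio check between 0.5 and 1.5, limit read from the data, passing the limit was not always enough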;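 also: 0% = enzyme with substrate and 100% = substrate without enzyme; some results filed as inactive read as strong as hits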
Target sequence (Q92905 whole entry, looked up, one chain of several): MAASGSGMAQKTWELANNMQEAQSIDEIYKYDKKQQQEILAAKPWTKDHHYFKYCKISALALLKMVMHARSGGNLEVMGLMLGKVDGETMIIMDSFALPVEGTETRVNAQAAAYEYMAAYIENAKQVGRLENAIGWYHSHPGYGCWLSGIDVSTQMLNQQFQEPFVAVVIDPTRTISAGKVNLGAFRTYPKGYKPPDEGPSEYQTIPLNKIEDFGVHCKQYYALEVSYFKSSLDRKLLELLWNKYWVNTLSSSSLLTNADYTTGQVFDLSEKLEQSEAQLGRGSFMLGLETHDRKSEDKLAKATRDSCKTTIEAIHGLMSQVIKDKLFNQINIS
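Material: human Csn5 produced in HEK293T cells; Input: enzyme 0.24 nM; Reagent: SCFSkp2-Nedd8OG substrate at 10 nM final; Dosing: 12.5 µM compound; Incubation: 90 min reaction at room temperature; Detection: fluorescence polarization of the substrate; Evaluation: % inhibition of substrate cleavage by Csn5; Control set: substrate-only high control, full reaction low control.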
* = called active by the depositor; / = not tested or not shown. These rows are one share of the data, so the mix of outcomes need not match the whole.

SMILES	MT1-MMP act inh	MsrA inh	CSN inh
CCOC(=O)N1CCN(C(=O)C[C@H]2C[C@@]3(C(=O)OC)C(=C[C@H](COCc4ccccc4)O[C@@H]3C)N(CCC3=CCCCC3)C2=O)CC1	/	-0.8	/
CSCCC(NC(=O)c1ccccc1)C(=O)Nc1ccc(NC(C)=O)cc1 (stereo unspecified)	/	-0.4	/
COC(=O)c1cc2c(c3c4cc(F)ccc4n(C(=O)c4ccccc4)c13)C(=O)N(C1CCCCC1)C2	/	1.2	/
COC(=O)C1=C(C)N(Cc2ccccc2C(F)(F)F)C(=NCc2ccc(OC)cc2)NC1c1ccccc1 (stereo unspecified)	/	-0.8	/
COc1ccccc1CCn1cnc(-c2ccccc2)c1C(C)C	/	0.0	/
NC(=O)c1ncn([C@@H]2O[C@H](C(=O)N[C@H](Cc3ccccc3)C(=O)O)[C@@H](O)[C@H]2O)n1	/	1.2	/
CCCCOCC1CN(CCCC)S(=O)(=O)c2c(Oc3ccc(C)cc3)cccc2O1 (stereo unspecified)	/	0.7	/
Cc1nc(N2CCCCC2)sc1C=O	/	3.8	/
CSc1nn(CCC#N)c(=O)[nH]c1=O	/	0.3	/
COC(=O)[C@]12C[C@H](CC(=O)N3CCCCC3)C(=O)N(Cc3ccc4c(c3)OCO4)C1=C[C@H](C(C)(C)C)O[C@@H]2C	/	-0.2	/
COC(=O)c1cc(NC(=O)/C=C/c2ccccc2)ccc1O	/	-0.1	/
C=CCN1C(=O)c2n[nH]c(COC)c2C1c1ccc(Br)cc1 (stereo unspecified)	/	-0.8	/
CN(C)S(=O)(=O)c1cccc(N=C2NN=C(c3ccccc3)CS2)c1	/	2.8	/
CCOC(=O)C1CSCCS(=O)(=O)N1Cc1ccc(F)cc1F (stereo unspecified)	/	0.6	/
CCN1CCc2c(OCC(=O)N3CCc4ccccc43)cccc2C1=O	/	-0.4	/
O=c1[nH]c(CSc2nnc3ccccn23)nc2cc(C(F)(F)F)ccc12	/	0.9	/
CCOC(=O)C1=C(C)NC(SCC(=O)Nc2nc(C)cs2)=C(C#N)C1c1cccs1 (stereo unspecified)	/	0.2	/
Nc1c(C(=O)c2ccco2)oc2ccccc12	/	0.5	/
COc1ccc(-c2c(C#N)c(N)nc3c2CCc2ccccc2-3)cc1OC	/	1.0	/
O=C1CCCCCN1CP(=O)(O)CN1CCOCC1	/	-0.1	/
C[C@@H](C(=O)Nc1ccc2ccccc2c1)[C@H]1C[C@]1(C)[C@H](NS(=O)(=O)c1ccccc1)c1ccccc1	/	-0.3	/
CC(C)C[C@H](NC(=O)N1CCOCC1)C(=O)N1CCC[C@H]1C(=O)NCc1ccccc1	/	1.0	/
Cc1[nH]c2ccccc2c1CC(=O)Nc1ccc(Nc2cccnc2)c(-c2ccc(OC(F)(F)F)cc2)c1	/	1.6	/
Fc1cccc(/C=N/Nc2nc3ccccc3[nH]2)c1	/	4.7*	/
CCCN1CCCCC(NC(=O)c2ccc(-c3ccccc3)cc2)C1=O (stereo unspecified)	/	1.0	/

Of the compounds above, eight contain a carbonyl joined to an NH by a bond outside any ring:
SMILES	MT1-MMP act inh	MsrA inh	CSN inh
CSCCC(NC(=O)c1ccccc1)C(=O)Nc1ccc(NC(C)=O)cc1 (stereo unspecified)	/	-0.4	/
NC(=O)c1ncn([C@@H]2O[C@H](C(=O)N[C@H](Cc3ccccc3)C(=O)O)[C@@H](O)[C@H]2O)n1	/	1.2	/
COC(=O)c1cc(NC(=O)/C=C/c2ccccc2)ccc1O	/	-0.1	/
CCOC(=O)C1=C(C)NC(SCC(=O)Nc2nc(C)cs2)=C(C#N)C1c1cccs1 (stereo unspecified)	/	0.2	/
C[C@@H](C(=O)Nc1ccc2ccccc2c1)[C@H]1C[C@]1(C)[C@H](NS(=O)(=O)c1ccccc1)c1ccccc1	/	-0.3	/
CC(C)C[C@H](NC(=O)N1CCOCC1)C(=O)N1CCC[C@H]1C(=O)NCc1ccccc1	/	1.0	/
Cc1[nH]c2ccccc2c1CC(=O)Nc1ccc(Nc2cccnc2)c(-c2ccc(OC(F)(F)F)cc2)c1	/	1.6	/
CCCN1CCCCC(NC(=O)c2ccc(-c3ccccc3)cc2)C1=O (stereo unspecified)	/	1.0	/

(listing goes on)
SMILES	MT1-MMP act inh	MsrA inh	CSN inh
C[C@H](O)[C@@H]1C(=O)N2CCc3c([nH]c4c(-c5ccccc5)cccc34)[C@@H]2C[C@@H]1N(C)C(=S)Nc1ccc(C#N)cc1	/	0.4	/
CC(C)(C)OC(=O)N1CCC2CCN(CCc3ccccc3)CC21 (stereo unspecified)	/	-1.1	/
O=C(N[C@H](Cc1ccccc1)C(=O)NCc1ccccn1)[C@H]1O[C@@H](n2ccc(=O)[nH]c2=O)[C@H](O)[C@@H]1O	/	-1.1	/
COc1cccc(-n2c(SCC(=O)Nc3nc4ccccc4s3)nc3ccccc3c2=O)c1	/	-0.4	/
COc1ccccc1-c1c(NC(=O)c2ccco2)n(-c2ccccc2)nc(C)c1=O	/	-0.2	/
CN1CCCCC(NC(=O)C2CCCCC2)C1=O (stereo unspecified)	/	0.3	/
C[C@H](O)[C@@H]1C(=O)N2CCc3c([nH]c4c(-c5ccccc5)cccc34)[C@@H]2C[C@@H]1N(C)C(=O)Nc1ccccc1	/	-0.9	/
Cc1cc(NC(=O)Cc2cn(C)c3ccccc23)ccc1Oc1cccnc1	/	0.8	/
CC(C=NN=C1C(=O)Nc2ccccc21)=Cc1ccccc1	/	-1.2	/
Nc1nc2ncccc2cc1C(=O)NC1CC1	/	2.0	/
COc1ccc(S(=O)(=O)N2CCCc3nc(-c4ccccc4)ccc32)cc1	/	-0.2	/
N/C(Cc1cccc2ccccc12)=N\OC(=O)c1ccc(Br)o1	/	1.7	/
Cc1cc(C)c2cc(C(=O)Nc3ccc4c(c3)OCO4)[nH]c2c1	/	-0.3	/
O=[N+]([O-])c1cccc(I)c1	/	-0.3	/
N#CC(c1c(Cl)cccc1N1CCCCC1)N1CCCCC1 (stereo unspecified)	/	-0.3	/
CCOC(=O)CC1(Cc2ccccc2)Oc2ccccc2O1	/	-1.1	/
CC(=O)Nc1cc2nc3ccccc3oc-2cc1=O	/	0.2	/
C[C@@H]1NS(=O)(=O)c2cccc(Cl)c2O[C@@H]1c1ccccc1	/	-0.2	/
COc1ccc(CCNC(=O)c2cc(-c3ccco3)nc3ccccc23)cc1	/	0.5	/
CN(c1cccnc1)c1ccc(NC(=O)Cc2c[nH]c3ccccc23)cc1-c1ccc(C(C)(C)C)cc1	/	1.0	/
CN1CCN(CCCNC(=O)c2ccc(CSCc3cccc(Cl)c3)o2)CC1	/	-0.8	/
CN1OC[C@@H]2CN3C(=Nc4cc(C(F)(F)F)cc(C(F)(F)F)c4)Sc4ccccc4[C@@H]3C[C@@H]21	/	1.0	/
O=C(NCCCN1CCOCC1)c1ccc(Br)cc1Br	/	0.1	/
CC(=O)O[C@H]1CC[C@]2(C)C3CC[C@]4(C)[C@@H]([C@H](C)/C=C/[C@H](C)C(C)C)CC[C@H]4[C@@]34C=C[C@]2(C1)N(C(=O)c1ccccc1)O4 (stereo partly specified)	/	-0.5	/
Cc1cc(Br)cn2c(Cc3ccccc3C(F)(F)F)c(-c3ccc(C#N)cc3)nc12	/	-0.2	/

An excerpt from above in order of length of the SMILES, smallest number first:
SMILES	MT1-MMP act inh	MsrA inh	CSN inh
O=[N+]([O-])c1cccc(I)c1	/	-0.3	/
COc1ccccc1-c1c(NC(=O)c2ccco2)n(-c2ccccc2)nc(C)c1=O	/	-0.2	/
Cc1cc(Br)cn2c(Cc3ccccc3C(F)(F)F)c(-c3ccc(C#N)cc3)nc12	/	-0.2	/
C[C@H](O)[C@@H]1C(=O)N2CCc3c([nH]c4c(-c5ccccc5)cccc34)[C@@H]2C[C@@H]1N(C)C(=O)Nc1ccccc1	/	-0.9	/
C[C@H](O)[C@@H]1C(=O)N2CCc3c([nH]c4c(-c5ccccc5)cccc34)[C@@H]2C[C@@H]1N(C)C(=S)Nc1ccc(C#N)cc1	/	0.4	/

Other records
SMILES	MT1-MMP act inh	MsrA inh	CSN inh
CC(C)CNc1cccc2c1S(=O)(=O)N(Cc1ccc(F)cc1)[C@@H](C)[C@H](c1ccccc1)O2	/	0.7	/
O=C(NCC[C@@H]1CC[C@@H](NS(=O)(=O)c2ccccc2)[C@@H](CO)O1)c1cc(Cl)cc(Cl)c1	/	1.2	-3
O=C(Nc1c(-c2ccccc2)[nH][nH]c1=O)c1ccc2c(c1)OCO2	/	1.0	-2
Cc1cccc(C)c1NC(=O)C1(C)CN(S(C)(=O)=O)CC(=O)N1Cc1ccc2c(c1)OCO2 (stereo unspecified)	/	0.5	2
Cc1cccc(S(=O)(=O)N2C[C@@H](O)COC[C@@H]3O[C@H](CC(=O)NCCCN4CCOCC4)CC[C@H]32)c1	2	-1.1	-1
O=C(NCC[C@H]1CC[C@H](NS(=O)(=O)c2ccc(F)cc2)[C@@H](CO)O1)c1ccc2c(c1)OCO2	-1	-0.6	1
Cc1cc2c(cc1C)-n1nnnc1C(N1CCN(CC(=O)N3CCCC3)CC1)C(=O)N2 (stereo unspecified)	1	-1.1	0
Cc1ccccc1S(=O)(=O)N1C(c2ccc(Cl)cc2)CC=C(C(=O)O)C1c1cccc(Cl)c1 (stereo unspecified)	-6	-0.2	2
COC(=O)C(C(=O)OC)c1ccccc1NS(=O)(=O)c1ccc(C)cc1	-1	-0.7	1
Cc1ccc(S(=O)(=O)C[C@@H]2OC[C@H](C(C)C)N2S(=O)(=O)c2ccc(C)cc2)cc1	-3	0.1	2
COc1ccc(NC(=O)C(c2ccc(C(F)(F)F)cc2)n2c(=O)c(-c3ccco3)nc3ccccc32)cc1 (stereo unspecified)	-3	-0.4	8
CCC(=O)Nc1ccc2c(c1)OC[C@@H](C)N(Cc1cccc(F)c1)C[C@@H](C)[C@@H](OC)CN(C)C2=O	-1	-0.5	0
Cn1cnc(S(=O)(=O)N2C[C@@H](O)COC[C@@H]3O[C@H](CC(=O)NC4CCC4)CC[C@H]32)c1	0	-1.4	-3
Cc1ccccc1NC(=O)C1C(=O)Nc2ccccc2C(=O)N1Cc1ccccc1 (stereo unspecified)	2	-1.0	-2
CCOC1=C2[C@@H](CN(S(=O)(=O)c3ccccc3C)[C@H]2c2ccc(Cl)cc2)[C@H]2C(=O)N(C3CCCCC3)C(=O)[C@H]2C1	-3	-1.0	5
Cc1ccc(S(=O)(=O)N2C(c3ccccc3)CC(=O)C3CN(S(=O)(=O)c4ccc(Cl)cc4)C(c4ccccc4)CC32)cc1 (stereo unspecified)	-5	2.0	0
CC(C)c1cn(CC[C@@H]2CC[C@@H](NC(=O)C3CCCCC3)[C@@H](CO)O2)nn1	-1	1.6	1
CCCCCNC(=O)C(c1cc2ccccc2o1)n1c(=O)c(-c2ccccc2)nc2ccccc21 (stereo unspecified)	-5	1.9	1
COC(=O)C[C@@H]1CC[C@H](NC(=O)CC2CC2)[C@@H](CO)O1	-1	0.1	2
CCCCNC(=O)C(NC(=O)c1ccccc1)C(=O)c1ccccc1 (stereo unspecified)	-2	0.6	-2
COc1ccc(NC(=O)C(c2cccc3ccccc23)n2c(=O)c(-c3ccco3)nc3ccccc32)cc1 (stereo unspecified)	0	0.9	13
COC(=O)C[C@@H]1CC[C@H](NC(=O)Nc2cccc(F)c2)[C@@H](CO)O1	1	-0.9	2
Cc1ccc(N2CCN(C(C(=O)Nc3c(C)cccc3C)c3ccccc3OC(F)(F)F)CC2)cc1 (stereo unspecified)	-24	0.9	-1
Cc1ccc(S(=O)(=O)Nc2ccc(F)c(F)c2O)cc1	2	0.7	0
